Screening results (PubChem)
TexasRed fluor – counter-screen for TRb-SRC2 inhibitors: fluorescence interference. 0.29% of 280,000 active. TRb/SRC2 Texas Red total fluorescence interference. Potency, µM (titrated, usually from 106 µM), for inactives: at the highest dose fluorescence change, negative = quenching; active means well fitted curve in either direction with a large enough effect; inconclusive means small, poorly fitted or top-dose-only effect; further: potency means the concentration at half of the fitted maximal effect; on the % scale 0 is the no-effect control and ±100 the full control effect
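Human TRβ ligand-binding domain (0.6 uM) and Texas Red SRC2 peptide (20 nM) in Tris buffer with 1 uM T3 and 5% DMSO were incubated with pinned compound for 5 hr at ambient temperature. Total fluorescence was computed as S + 2P (555/632 nm).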
Epigenetic derep – epigenetic control regulation, reporter derepression. murine LDR cells, GFP reporter derepression, 30 h. Potency, µM (highest dose often 53.9 µM), for the others: top-dose GFP activation, hits mostly activators. 0.2% of 280,000 active; further: potency means the concentration at half of the fitted maximal effect; % of control where 0% means no effect; nearly all actives have a fitted effect of over 60% in size
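In this reporter-derepression format, murine cells bearing a silenced integrated CMV-GFP locus incubate with test compound (30 h, 37 C), then are washed and imaged; fluorescent objects of 20–120 um count as induced cells.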
Tau FP inhib – tau fibrillization inhibition (FP) | 0.39% of 280,000 active | K18 P301L tau heparin fibrillization, Alexa594 FP, 6 h | Potency, µM (titrated, usually from 57.7 µM), without a hit: top-dose activity, negative = inhibition, usual class: inhibitors | P10636; further: potency means the concentration at half of the fitted maximal effect; on the % scale 0 is the no-effect control and ±100 the full control effect; nearly all actives have a fitted effect of over 55% in size
Target sequence (P10636 561-689 P618L limits assumed): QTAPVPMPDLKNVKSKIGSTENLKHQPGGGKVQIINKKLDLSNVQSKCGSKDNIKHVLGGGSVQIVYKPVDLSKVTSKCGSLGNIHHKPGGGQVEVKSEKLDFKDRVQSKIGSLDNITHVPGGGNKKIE
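Heparin (20 uM) drove fibril formation of recombinant tau K18 P301L, 15 uM unlabeled with 0.24 uM Alexa 594 label, for 6 hr at 37 C in 100 mM sodium acetate pH 7. Fluorescence polarization (555/632 nm) read 1 hr after 30 uM ThT.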
NPSR antagonist – antagonists of human neuropeptide S receptor cAMP signaling; CHO-NPSR cells, cAMP TR-FRET, antagonist mode; 1% of 220,000 active; Potency, µM (series often up to 38.3 µM), for inactives: top-dose activity change, negative = inhibition, most hits filed as inhibitors; Q6W5P4; further: potency means the concentration at half of the fitted maximal effect; on the % scale 0 is the no-effect control and ±100 the full control effect; nearly all actives have a fitted effect of over 50% in size; many of its hits are not listed in these tables
Target sequence (Q6W5P4 whole entry, looked up): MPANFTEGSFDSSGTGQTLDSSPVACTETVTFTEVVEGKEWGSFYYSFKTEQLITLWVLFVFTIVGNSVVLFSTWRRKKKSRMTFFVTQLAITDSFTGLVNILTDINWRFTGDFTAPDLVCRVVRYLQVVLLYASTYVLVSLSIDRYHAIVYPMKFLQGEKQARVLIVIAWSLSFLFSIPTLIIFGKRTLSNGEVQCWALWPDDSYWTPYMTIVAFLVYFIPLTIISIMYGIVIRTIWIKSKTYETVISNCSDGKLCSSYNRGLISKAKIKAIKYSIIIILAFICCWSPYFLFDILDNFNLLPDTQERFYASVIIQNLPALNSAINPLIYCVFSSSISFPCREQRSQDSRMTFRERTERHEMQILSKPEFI
TRb SRC2 PPI – disrupts binding of human TR beta to SRC2 | Potency, µM (titrated, usually from 106 µM), inactives show at the top dose activity change, negative = inhibition, most hits filed as inhibitors | 0.065% of 280,000 active | TRbeta-SRC2 peptide binding, fluorescence polarization; receptor liganded with 1 µM T3;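 further: potency means the concentration at half of the fitted maximal effect; plate controls were bound peptide for no effect and peptide without receptor for full effect; nearly all actives have a fitted effect of over 50% in size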
Target sequence (P10828 whole entry, looked up): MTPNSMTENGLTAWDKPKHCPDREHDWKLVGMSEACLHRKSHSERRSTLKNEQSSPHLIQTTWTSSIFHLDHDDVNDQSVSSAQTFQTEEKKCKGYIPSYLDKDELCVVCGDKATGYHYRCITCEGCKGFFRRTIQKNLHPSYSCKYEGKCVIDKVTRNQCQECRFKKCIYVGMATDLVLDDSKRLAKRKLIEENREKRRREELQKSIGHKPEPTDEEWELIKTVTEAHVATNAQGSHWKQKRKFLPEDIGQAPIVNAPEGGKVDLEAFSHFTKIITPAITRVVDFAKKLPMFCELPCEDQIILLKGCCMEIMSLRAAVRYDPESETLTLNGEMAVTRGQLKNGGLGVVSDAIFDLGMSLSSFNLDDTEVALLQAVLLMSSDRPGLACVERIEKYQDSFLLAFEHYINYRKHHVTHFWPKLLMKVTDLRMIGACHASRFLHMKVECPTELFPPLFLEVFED
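Read-out is fluorescence polarization (555 nm excitation, 632 nm emission) of a Texas Red SRC2 coactivator peptide; loss of signal reflects blocked binding to human TRb ligand-binding domain in the presence of 1 uM T3.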
GLA spleen mod – inhibitors or activators of human alpha-galactosidase in spleen homogenate; P06280; human spleen homogenate, 4MU-alpha-Gal fluorescence, 40 min; Potency, µM (series often up to 80 µM), for inactives: top-dose activity change, negative = inhibition, most hits filed as inhibitors; 0.008% of 240,000 active; AID 2107;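 further: potency means the concentration at half of the fitted maximal effect; 0% = enzyme with vehicle and -100% = no enzyme basal signal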
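Spleen homogenate 1 ug + cpd (titration) + 4-MU-alpha-D-galactopyranoside 1 mM; 37C 40 min; 50 mM citrate/phosphate pH 5.0, 0.01% Tween-20; stop pH 10; fluorescence 365/440; AC50 via Hill.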
Tau fluor cs – counter-screen for tau fibril formation inhibitors; tau K18 P301L (four-repeat tau fragment) Alexa594 fluorescence, heparin fibrillization; Potency, µM (top dose mostly 57.7 µM), for the others: top-dose activity change, negative = decrease; 0.93% of 280,000 active; AID 1463; further: potency means the concentration at half of the fitted maximal effect; on the % scale 0 is the no-effect control and ±100 the full control effect; nearly all actives have a fitted effect of over 55% in size
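Human K18 P301L tau (15 uM unlabeled plus 0.24 uM Alexa 594-labeled, final) in 100 mM sodium acetate pH 7 was mixed with compound and 20 uM heparin and incubated 6 hr at 37 C.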
CBFb RUNX1 block – inhibitors of human CBF-beta and RUNX1 interaction; Potency, µM (top dose mostly 59.8 µM), for the others: at the highest dose activity, negative = inhibition, hits mostly inhibitors; Q01196+Q13951; AlphaScreen CBFb-His/RUNX1-biotin binding, biochemical; 230,000 tested, under 10 active; further: % of control where 0% means no effect
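Proteins preincubated together for 20 min at RT before compound addition; 15 min later, nickel and streptavidin beads were added and left 90 min prior to AlphaScreen measurement.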
* hit, by the source's call; ? = inconclusive; nt = not tested or not shown; [ ] = remark or other dose. Unless noted, the call rests on the fitted dose curve; in most records, active means well fitted curve in the direction sought with a large enough effect; inconclusive means small, poorly fitted or top-dose-only effect, or another doubt; inactive means no such curve, though single readings can be large; an effect the other way counts as inactive or inconclusive. The list is partial. The share of hits here may be higher or lower than overall.

Sequence of screens – GLA spleen mod, Tau fluor cs, NPSR antagonist, CBFb RUNX1 block, Tau FP inhib, Epigenetic derep, TRb SRC2 PPI, TexasRed fluor
CC(C)(C)OC(=O)NCCCC1=CC2=CC(=O)C(C)(OC(=O)C3CCCC3)C(=O)C2=CO1 (stereo not given)
    4%, -5%, nt, -6%, -3%, -0.3%, 3%, 2%
COc1ccc(N2CCN(c3nc(Nc4ccc(C)c(F)c4)nc(N4CCCC4)n3)CC2)cc1
    0%, ?, -12%, -13%, 13%, -2.2%, 6%, -1%
NC(N)=NC1=NC(=O)C(Cc2ccccc2)S1 (stereo not given)
    -1%, -8%, 13%, -3%, 2%, -1.8%, 1%, 0%
O=C(NCCCN1CCN(Cc2ccccc2Cl)CC1)Nc1ccccc1
    4%, 4%, -3%[46.1 µM], 18%, 0%, -1.3%, -2%, -7%
CCc1ccc(OCC(=O)Nc2cc(-c3nc4cc(C)ccc4o3)ccc2C)cc1
    nt, -3%, nt, nt, -7%, 1.1%, 9%, -18%
Cc1ccccc1Nc1nn2c(=O)c3ccc(C(=O)N4CCCC(C)C4)cc3nc2s1 (stereo not given)
    nt, -11%, nt, nt, -1%, -1.3%, -4%, -2%
Cc1nc(C(C)NC(=O)CCc2nnc(CCCc3ccccc3)o2)c(C)s1 (stereo not given)
    9%, -6%, 6%, -1%, -3%, 3.8%, -1%, -1%
CC(C)OC(=O)COc1ccc(-c2ccccc2)cc1
    5%, -17%, -14%[46.1 µM], ?, 6%, -0.2%, -9%, 0%
Cc1ccc2oc(-c3ccc(NC(=O)c4ccc5c(c4)OCO5)cc3)nc2c1
    3%, -15%, 24%[46.1 µM], -2%, -12%, 1.0%, -2%, 0%
Cc1nnc(-c2cnn(C)c2N)n1CCCN(C)C
    3%, -2%, 3%, -6%, -3%, -3.1%, 9%, -3%
O=C(O)c1ccc2nc(-c3ccccc3)sc2c1
    -1%, -10%, -17%, -9%, 0%, 0.0%, -6%, -1%
O=C(CCc1ccc(S(=O)(=O)N2CCOCC2)cc1)Nc1cc(Cl)ccc1N1CCOCC1
    0%, -19%, -18%[46.1 µM], -5%, 12%, -1.8%, 4%, 3%
N#Cc1c(Nc2ccccc2)sc(C(=O)c2ccccc2)c1N
    2%, ?, -24%[46.1 µM], -7%, ?, 1.1%, -5%, -1%
Cc1c(NC(=O)COC(=O)CCC(=O)c2ccc(Cl)cc2)c(=O)n(-c2ccccc2)n1C
    -5%, 4%, 0%, 3%, -9%, 3.2%, -5%, -2%
COc1ccc(C(=O)N2CCc3cc(OC)c(OC)cc3C2COc2ccccc2OC)cc1 (stereo not given)
    nt, -13%, nt, nt, 2%, -0.1%, -2%, 2%
O=C(Nc1ccc(N2CCN(C(=O)c3ccco3)CC2)cc1)c1ccccc1
    0%, -18%, -15%, -15%, 2%, 9.8%, -3%, -2%
CCc1ccc(Nc2nnc(SCC(=O)Nc3sccc3C(N)=O)s2)cc1
    2%, ?, -5%, -8%, ?, 1.0%, 2%, -4%
CSc1ncc2c(n1)-c1ccccc1N(Cc1ccccc1)S2(=O)=O
    nt, ?, nt, nt, -11%, 1.9%, 7%, -2%
CCOC(=O)c1c(NC(=O)c2ccccc2)sc2c(O)c(CN(CC)CC)ccc12
    7%, ?, ?, -3%, 12%, 3.9%, 16%, -4%
COc1ccc(CNC(=O)C/C(C)=N/NC(=O)C23CC4CC(CC(C4)C2)C3)cc1
    -9%, -6%, -6%, 6%, -3%, 0.0%, 4%, 1%
O=C(NCc1cccnc1)C(=O)NC1CCCCC1
    2%, -7%, -21%, 8%, -2%, 1.1%, 7%[53 µM], 0%[53 µM]
CN1CCN(C2=NC(=O)/C(=C/c3ccccc3OS(=O)(=O)c3ccccc3)S2)CC1
    7%, -1%, -24%, 0%, -1%, 1.1%, -1%, -3%
CC(C)CC1NC(=S)N(Cc2ccccc2)C1=O (stereo not given)
    -4%, -9%, -3%, 0%, -7%, -0.9%, 7%, -1%
Cn1cccc1/C=N/N1CCN(c2ccccc2)CC1
    -15%, -17%, 0%, -1%, 3%, -3.0%, 2%, 1%
COC(=O)c1cccc(NC(=O)c2onc3c2CCCC3)c1
    -6%, -18%, 1%, 6%, 4%, 1.1%, -5%, -5%
Cc1cccc(NC(=O)CSc2nc(N)cc(N)n2)c1
    2%, -3%, -3%[46.1 µM], 5%, -9%, 0.0%, 13%, 0%
CCOc1ccc(NC(=O)CSc2nc(C3CC3)nc3ccccc23)cc1
    -5%, -3%, ?, 3%, -5%, 0.0%, -1%, 1%
CS(=O)(=O)N(CC(=O)NC1CCCCC1)Cc1ccc(Cl)cc1
    -3%, -16%, -14%[46.1 µM], -2%, -2%, 0.0%, 5%, -3%
COc1ccc(OC)c(NC(=O)CSC2=C(C#N)C(c3ccco3)C3=C(CCCC3=O)N2)c1 (stereo not given)
    6%, -19%, -21%[46.1 µM], -5%, -9%, 0.2%, 2%, -5%
CCN(CC)S(=O)(=O)c1ccc(NC(=O)C2c3ccccc3Oc3ccccc32)cc1
    3%, ?, -20%, 1%, 28µM*, -1.6%, -4%, 1%

Compound profiles, from the list above. Order of values: GLA spleen mod, Tau fluor cs, NPSR antagonist, CBFb RUNX1 block, Tau FP inhib, Epigenetic derep, TRb SRC2 PPI, TexasRed fluor
`CC(C)CC1NC(=S)N(Cc2ccccc2)C1=O` (stereo not given) in the list: -4%, -9%, -3%, 0%, -7%, -0.9%, 7%, -1%
`O=C(Nc1ccc(N2CCN(C(=O)c3ccco3)CC2)cc1)c1ccccc1` in the list: 0%, -18%, -15%, -15%, 2%, 9.8%, -3%, -2%

The listing continues.
Sequence of screens – GLA spleen mod, Tau fluor cs, NPSR antagonist, CBFb RUNX1 block, Tau FP inhib, Epigenetic derep, TRb SRC2 PPI, TexasRed fluor
CCCC(=O)C1=C(c2ccc(C)c(C)c2)N(C(=O)CCC)n2c(CC)nnc2S1
    nt, -18%, nt, nt, -9%, 3.5%, 4%, -1%
CC(C)(C)NC(=O)CN(C(=O)C(=O)Nc1ccc2c(c1)OCCO2)C(C)(C)C
    -2%, 0%, 1%, 2%, -8%, 0.0%, -6%, 0%
CCn1c(SCc2nc3ccccc3[nH]2)nnc1-c1ccc(OC)cc1
    -1%, -3%, -5%[46.1 µM], 7%, -3%, 1.6%, 0%, 3%
O=c1c2ncn([C@@H]3O[C@@H]4COP(=O)(O)O[C@H]4[C@H]3O)c2nc2[nH]c(-c3ccccc3)cn12
    -12%, nt, nt, 22%, nt, nt, 1%, 0%
C[C@H](Cc1ccc(O)c(O)c1)[C@@H](C)Cc1ccc(O)c(O)c1
    11µM*, -3%, -30%[46.1 µM], ?, 0%, -0.1%, 12%, -2%
Cn1ncc(Br)c1C(=O)N1CCN(C(=O)c2ccco2)CC1
    -1%, 4%, 7%, -8%, -5%, 1.3%, -2%, 0%
CCOc1ccccc1NC(=O)Cn1nnc(C(=O)NCCc2ccc(OC)c(OC)c2)c1N
    2%, -9%, 7%, 6%, -4%, -0.2%, -2%, 0%
O=C(Nc1ccc(S(=O)(=O)N2CCOCC2)cc1)c1cccs1
    2%, -6%, -2%[46.1 µM], 2%, -5%, -1.0%, 7%, -2%
CCOC(=O)C1C(C)=CC(=O)CC1c1ccco1 (stereo not given)
    1%, 3%, -24%[46.1 µM], 1%, -8%, -0.3%, -4%, -5%
CN(C)c1ccc(/C=C/C=N/Nc2nc(N3CCOCC3)nc(N3CCOCC3)n2)cc1
    -3%, -8%, -28%, -9%, -8%, 0.1%, 5%, -3%
CCn1c2c(c(=O)n3ncc(C(=O)Nc4cccc(Cl)c4C)c13)CN(Cc1ccc(OC)cc1)CC2
    nt, -17%, nt, nt, ?, 2.8%, 6%, -3%
COCCOC(=O)C1=C(C)NC2=C(C(=O)CCC2)C1c1cc2c(cc1Br)OCO2 (stereo not given)
    5%, -7%, 2%[46.1 µM], 5%, -3%, -5.1%, 0%, 2%
O=C(/C=C/Nc1ccc(F)cc1F)c1ccco1
    -8%, -14%, 1%, 17%, -1%, 0.8%, 2%, -2%
O=[N+]([O-])c1cc(C(F)(F)F)ccc1NCCCN1CCOCC1
    4%, -3%, -1%, -14%, -6%, -4.4%, -7%, -2%
C[C@H](NC(=O)NCCc1ccccc1)C(=O)O
    4%, 12%, -2%[46.1 µM], 5%, 3%, -6.7%, -7%, -1%
COc1ccccc1NC(=S)NNC(=O)c1ccncc1
    12%, 5%, 17%, 5%, 0%, -1.7%, -10%, -1%
CC1(C)CC(=O)C2=C(C1)NC1=C(C(=O)c3ccccc31)C2c1ccc(O)cc1 (stereo not given)
    -6%, ?, -19%, -25%, 14%, -3.2%, -1%, -6%
Cc1cccc(C(=O)Nc2nnc(S(=O)(=O)N(C)Cc3ccccc3)s2)c1
    nt, 10%, nt, nt, ?, 0.0%, -2%, -25%
CCOC(=O)C1CCN(Cc2ccccc2C(F)(F)F)CC1
    -2%, 4%, -21%[46.1 µM], 15%, -7%, 0.7%, -3%, -5%
O=C(O)/C=C/C(=O)N1CCN(c2ccccc2F)CC1
    2%, 8%, 12%, 4%, 8%, 0.9%, -2%, -3%
COc1ccccc1NC(=O)CSc1nnc(Cc2ccccc2)o1
    2%, -6%, -23%[46.1 µM], 0%, -4%, -0.7%, -5%, 1%
Cc1ccc(Cl)cc1N1CCN(C(=O)Cc2c(C(=O)O)[nH]c3ccccc23)CC1
    2%, -5%, -13%[46.1 µM], -2%, 14%, -1.0%, -16%, -3%
COC(=O)Cc1nc(Nc2ccccc2)sc1C
    -2%, -10%, -48%, -6%, 2%, 0.4%, -1%, -2%
CC(CNc1ccc([N+](=O)[O-])cc1)NC(=O)c1ccccc1Br (stereo not given)
    -1%, -9%, -20%[46.1 µM], 5%, -2%, -4.5%, -8%, -4%

Structures listed so far containing a cyano group, in the order listed:
Sequence of screens – GLA spleen mod, Tau fluor cs, NPSR antagonist, CBFb RUNX1 block, Tau FP inhib, Epigenetic derep, TRb SRC2 PPI, TexasRed fluor
N#Cc1c(Nc2ccccc2)sc(C(=O)c2ccccc2)c1N
    2%, ?, -24%[46.1 µM], -7%, ?, 1.1%, -5%, -1%
COc1ccc(OC)c(NC(=O)CSC2=C(C#N)C(c3ccco3)C3=C(CCCC3=O)N2)c1 (stereo not given)
    6%, -19%, -21%[46.1 µM], -5%, -9%, 0.2%, 2%, -5%
